Compound activity (PubChem)
VP16 counter – Gal4-VP16 reporter inhibition counter-screen | actives 3.5% (n = 310,000) | Potency, µM (doses to about 53.6 µM), inactives show at the highest dose activity, negative = inhibition, hits mostly inhibitors | Drosophila S2 Gal4-VP16 UAS-luciferase, luminescence, 20 h | AID 2546;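 further: Gal4-VP16 expression switched on by copper sulfate through the metallothionein promoter; potency means the concentration at half of the fitted maximal effect; nearly all actives have a fitted effect of over 50% in size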
RORgamma inh – ROR gamma (mouse) transcription inhibition | P51450 | Drosophila S2 Gal4-RORgamma UAS-luciferase reporter, 20 h | Potency, µM (highest dose often 53.6 µM), for inactives: at the top dose activity change, negative = inhibition, hits mostly inhibitors | actives 5.4% (n = 310,000) | AID 2551; further: potency means the concentration at half of the fitted maximal effect; nearly all actives have a fitted effect of over 60% in size
Target sequence (P51450 whole entry, looked up, the tested form may be a part): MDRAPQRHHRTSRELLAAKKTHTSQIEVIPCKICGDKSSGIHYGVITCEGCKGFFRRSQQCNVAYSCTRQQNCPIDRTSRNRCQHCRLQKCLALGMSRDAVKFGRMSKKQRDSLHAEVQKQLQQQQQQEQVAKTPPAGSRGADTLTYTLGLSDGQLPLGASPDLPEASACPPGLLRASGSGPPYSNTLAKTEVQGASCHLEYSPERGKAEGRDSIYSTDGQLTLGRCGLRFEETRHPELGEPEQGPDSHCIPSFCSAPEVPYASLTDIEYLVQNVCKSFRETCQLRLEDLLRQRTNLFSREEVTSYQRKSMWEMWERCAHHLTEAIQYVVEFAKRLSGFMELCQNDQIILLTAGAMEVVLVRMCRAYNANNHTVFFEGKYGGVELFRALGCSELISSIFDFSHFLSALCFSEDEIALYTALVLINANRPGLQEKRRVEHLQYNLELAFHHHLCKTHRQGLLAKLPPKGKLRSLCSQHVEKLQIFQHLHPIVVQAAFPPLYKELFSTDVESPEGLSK
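Drosophila Schneider cells stably carrying a metallothionein-driven Gal4 DBD–ROR gamma fusion and a UAS-Photinus luciferase reporter were exposed to compound for 1 hr, then induced with copper sulfate (700 uM final) for 20 hr at ambient temperature before luminescence reading.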
Coupling enz – inhibits coupling enzyme system, counter-screen for aldolase hits; coupling enzyme system counterscreen, AmpLite Red fluorescence; AID 2472; actives 0.67% (n = 290,000); activity change, negative = inhibition, % at 58.2 µM, hits read low; in the data active means activity change below about -30%
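Fluorescence at 525 nm excitation and 598 nm emission measured inhibition of the coupled detection system without aldolase. Compounds (at 57.5 uM final) were preincubated 10 min at room temperature with coupling enzyme reagent before a 20 min substrate/AmpLite Red step.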
Active calls of the source: *; ? = inconclusive; & = joins results of further samples; [ ] = remark or other dose. Unless noted, the call rests on the fitted dose curve; in most records, active means well fitted curve in the direction sought with a large enough effect; inconclusive means small, poorly fitted or top-dose-only effect, or another doubt; inactive means no such curve, though single readings can be large; an effect the other way counts as inactive or inconclusive. On the % scale 0 is the no-effect control and ±100 the full control effect. This is a subset. The share of hits here may be higher or lower than overall.

SMILES	VP16 counter	RORgamma inh	Coupling enz
CS(=O)(=O)Nc1c(O)ccc2c1CCC[C@H]2C1=NCCN1	6%	1%	1
COc1cccc(Nc2ncc3nc(CCc4ccccc4)c(=O)n(C)c3n2)c1	9%	10%	5
O=C(Oc1ccccc1)N1CCC2(CC1)CCN(c1ccncc1)CC2	-10%	-11%	3
N[C@H](CCCP(=O)(O)O)C(=O)O	8%&-5%	24%&39%	-2&-2
COc1ccc2c(c1)O[C@H](c1ccc3c(c1)OCO3)[C@@H](OC(=O)NCc1ccco1)C2=O	-14%	?	2
COc1ccc(Oc2ncc3nc(-c4cccc(C#N)c4)c(=O)n(Cc4cccc(OC)c4)c3n2)cc1	-4%	-16%	1
C/C=C/OC(=O)NC(c1ccccc1)[C@]1(C(C)=O)CCOC1=O (some centres undefined)	-7%[10 µM]	9%[10 µM]	0
COc1ccc(-c2nc3cnc(N4CCNCC4)nc3n(Cc3cccs3)c2=O)cc1	?	?	7
O=C(c1ccncc1)N1CCC[C@@]2(CCN(C(c3ccccc3)c3ccccc3)C2)C1	-2%	0%	2
COc1ccccc1N1CCN(C[C@@H](C(=O)NC(C)(C)C)c2ccccc2)CC1	-2%	-3%	4
COc1cc(N(C)C)cc(CN(C)CCc2ccc([N+](=O)[O-])cc2)c1O	-2%	?	-54*
Cc1cc(=O)oc2cc(NC(=O)[C@H](CCCCN)NC(=O)[C@H](CC3CCCCC3)NC(=O)OCC3c4ccccc4-c4ccccc43)ccc12	-14%	7%	-2
CS(=O)(=O)NC(=O)CCC/C=C\C[C@H]1C(=O)C[C@@H](O)[C@@H]1/C=C/[C@@H](O)COc1ccccc1	-11%	?	-2
CN(C)C(=O)c1ccc(-c2nc(-n3ccnc3)c3ccccc3n2)cc1	1%	?	0
COC(=O)N1CCC[C@@]2(CCN(c3ncccn3)C2)C1	-7%	3%	3
CS(=O)(=O)Nc1cccc(-c2ccc3ncnc(NCc4cccnc4)c3c2)c1	2%	?	-1
COC(=O)CCCC1=CC2=CC(=O)C(C)(OC(=O)c3cccs3)C(=O)C2=CO1 (centres undefined)	-7%	1%	1
COc1ccc(C2/C=C\[C@H](O[Si](C)(C)C(C)(C)C)[C@H](C(C)C)CC(=O)N2Cc2ccccc2)cc1 (some centres undefined)	5%	1%	-2
CC(=O)OCC(=O)[C@@]1(O)CC[C@@H]2[C@H]3CCC4=CC(=O)CC[C@]4(C)[C@]3(F)[C@@H](O)C[C@@]21C	0%[17 µM]	14%[16.9 µM]	-2
COc1cccc(-c2nc(N(C)C)c3ccccc3n2)c1	-1%	0%	-9
COc1cccc(-c2nccc(NCCc3c[nH]c4ccc(OC)cc34)n2)c1	5%	?	-5
COc1cccc([C@@H]2Oc3ccc(Br)cc3C(=O)[C@H]2OC(=O)Nc2ccc(C)c(Br)c2)c1	-3%	10%	0
c1ccc2c(c1)SCc1c-2[nH]c2ccccc12	10µM*	4.5µM*	-9
O=C1C=CC(=O)C2=C1C1c3ccccc3C2c2ccccc21	?	10µM*	-11
COCCn1c(=O)c(CCc2ccccc2)nc2cnc(Nc3ccccc3)nc21	9%	17%	4
NCC1O[C@@H](OC2C(N)CC(N)C(O)C2O[C@@H]2OC(CO)C(O)C2O)C(N)C(O)C1O (some centres undefined)	4%	19%	-2
C[C@@H]1CC[C@]2(C(=O)O)CC[C@]3(C)C(=CCC4[C@@]5(C)C[C@@H](O)[C@H](O)[C@@](C)(CO)C5[C@H](O)C[C@]43C)C2[C@H]1C (some centres undefined)	?	?	13
O=C(Nc1cccc(F)c1)N1CC[C@@]2(CCCNC2)C1	14%	-12%	3
CCOC(=O)CCN1C(=O)[C@H]2[C@H]3[C@H](O)[C@H](O)C/C(=N/OC/C=C(\C)CCC=C(C)C)[C@@H]3CC[C@@H]2C1=O	-8%[10 µM]	11%[10 µM]	3
CN1CCN(c2ncnc3ccc(-c4ccccc4C(F)(F)F)cc23)CC1	-28%	4%	5

Quoted at random: 2 records from the list
SMILES	VP16 counter	RORgamma inh	Coupling enz
CS(=O)(=O)Nc1c(O)ccc2c1CCC[C@H]2C1=NCCN1	6%	1%	1
COC(=O)CCCC1=CC2=CC(=O)C(C)(OC(=O)c3cccs3)C(=O)C2=CO1 (centres undefined)	-7%	1%	1

Going on with the list:
SMILES	VP16 counter	RORgamma inh	Coupling enz
COc1ccc(Oc2ncc3nc(C)c(=O)n(C)c3n2)cc1	9%	1%	0
COC(=O)C(/C=C/C(C)Cc1cc(Br)cc(OCc2ccccc2)c1OC)OCc1ccccc1 (centres undefined)	-2%[10 µM]	1%[10 µM]	2
CCCCCCCCCCCCCC/C(C(=O)O)=C(\C)C(=O)O	-10%	35%	-4
C[C@H](NC(=O)[C@@H](Cc1c[nH]c2ccccc12)NC(=O)[C@@H](N)Cc1cnc[nH]1)C(=O)N[C@@H](Cc1c[nH]c2ccccc12)C(=O)N[C@H](Cc1ccccc1)C(=O)N[C@@H](CCCCN)C(N)=O	6%	-13%	0
CC1OC(n2cc(F)c(=O)[nH]c2=O)C(O)C1O (centres undefined)	-1%	-20%	2
CCCCC/C=C\C/C=C\C/C=C\CCCCCCC(=O)O	-17%	-2%	-1
O=C(c1ccco1)N1CCC2(CC1)CN(c1ncccn1)C2	8%	7%	-2
CN(C)c1ncc2nc(CCc3ccccc3)c(=O)n(Cc3cccs3)c2n1	-13%	11%	-2
C=C1C2CC[C@@]3(C)C(c4ccoc4)OC(=O)C[C@@]13OC1CC(=O)C(C)(C)C(CC(=O)OC)[C@]12C (some centres undefined)	4%	-14%	1
CO[C@H]1COC(=O)C/C=C\[C@H](C)[C@@H](OC)COC(=O)[C@@H](C)NC(=O)C/C=C\[C@@H]1C	-1%[10 µM]	12%[10 µM]	3
CCC(C)C(NC(=O)C(Cc1ccc(O)cc1)NC(=O)C(N)C(C)C)C(=O)NC(Cc1cnc[nH]1)C(=O)N1CCCC1C(=O)NC(Cc1ccccc1)C(=O)O (centres undefined)	-6%	-1%	-1
COC(=O)c1c(C)c2c(c(C)c1O)OC(=O)c1c(C)c(Cl)c(O)c(Cl)c1O2	?	21%&-2%	3&4
C[C@@]12CCC(=O)C=C1C=CC1C2CC[C@]2(C)C1CC[C@@]21CCC(=O)O1 (some centres undefined)	-2%	39%	1
O=c1c(-c2ccc(Cl)cc2)nc2cnc(Nc3ccccc3)nc2n1C[C@H]1CCCO1	-3%	-3%	6
O=P1(O)Oc2c(c(-c3ccccc3)cc3ccc4ccccc4c23)-c2c(-c3ccccc3)cc3ccc4ccccc4c3c2O1	-6%	-23%	3
COc1ccc(NC(=O)N2CC3(CCN(C(=O)c4ccncc4)CC3)C2)cc1	-5%	2%	1
Cc1cccc(C2=N[C@@H](Cc3ccccc3)CO2)c1	-15%[96.6 µM]	-25%[96.6 µM]	1
CC(=O)OCC(=O)[C@@]1(O)CCC2C3CCC4=CC(=O)CC[C@]4(C)C3C(O)C[C@]21C (some centres undefined)	7%	8%	1
C=CCOC(=O)N[C@@H](c1ccc(Br)cc1)C(C(C)=O)C(C)=O	-3%	-14%	4
N#CCCn1c(=O)c(-c2ccc(Cl)cc2)nc2cnc(Oc3ccccc3)nc21	-5%	3%	3
O=C(c1ccncc1)N1CCC[C@@]2(CCN(c3cccc(-c4ccccc4)c3)C2)C1	-11%	11%	-1
COC(=O)[C@@]1(Cc2ccccc2)[C@H]2c3cc(C(=O)N(C)C)n(Cc4ccsc4Br)c3C[C@H]2CN1C(=O)c1ccccc1	2%	4%	-1
CC(N)CCCC(C)(C)O (centres undefined)	-17%	10%	-2
O=C(NCc1cccc2ccccc12)[C@H]1C[C@@H]1[C@H](NP(=O)(c1ccccc1)c1ccccc1)c1ccccc1	10%	?	0
CN1CCCC2(CCN(C(=O)c3cccc(F)c3)CC2)C1	6%	-6%	0
NC(=O)c1ncn(C2OC(CO)C(O)C2O)c1N (centres undefined)	-14%&7%	4%[10 µM]	1
C[C@H]1C2=C3C(CC[C@H]4C(OCc5ccc(F)cc5C(F)(F)F)OC[C@](C)([C@@H]34)N(C(=O)OC(C)(C)C)C2)C2COC(=O)OCC21 (some centres undefined)	5%	-7%	1
COc1cccc([C@@H]2Oc3ccc(OC)cc3C(=O)[C@H]2OC(=O)NCCc2ccc(OC)c(OC)c2)c1	?	?	2
c1ccc(Oc2nc(NC3CCCCC3)c3[nH]cnc3n2)cc1	?	?	-7
FC(F)(F)c1cc(CN2CC[C@@]3(CCCNC3)C2)cc(C(F)(F)F)c1	6%	-9%	4

Of the compounds above, 2 have a cyano group.
SMILES	VP16 counter	RORgamma inh	Coupling enz
COc1ccc(Oc2ncc3nc(-c4cccc(C#N)c4)c(=O)n(Cc4cccc(OC)c4)c3n2)cc1	-4%	-16%	1
N#CCCn1c(=O)c(-c2ccc(Cl)cc2)nc2cnc(Oc3ccccc3)nc21	-5%	3%	3

The list goes on.
SMILES	VP16 counter	RORgamma inh	Coupling enz
CC[C@H](C)[C@H](NC(=O)[C@@H](N)CCC(=O)O)C(=O)N[C@@H](CC(C)C)C(=O)N[C@@H](CC(=O)O)C(=O)N[C@H](C(=O)N1CCC[C@H]1C(=O)N[C@@H](CO)C(=O)N[C@H](C(=O)O)[C@@H](C)O)C(C)C	1%	11%	0
COc1cccc(Cn2c(=O)c(CCc3ccccc3)nc3cnc(N4CCOCC4)nc32)c1	6%	-23%	4
COc1cccc(Cn2c(=O)c(-c3cccc(F)c3)nc3cncnc32)c1	6%	-7%	0
N#CCCS(=O)(=O)c1ccccc1	-9%	7%	2
COC(=O)C1=C(C)N(Cc2ccccc2)[C@]23O[C@](C(=O)OC)(C(=O)N2C1c1ccccc1)C1CCCC(=O)C13 (some centres undefined)	-1%&4%[10 µM]	?	1&-2
c1ccc2c(N3CCNCC3)nc(-c3ccc4c(c3)OCO4)nc2c1	8%	11%	-1
CC[C@H](C)[C@H](NC(=O)[C@H](Cc1ccc(O)cc1)NC(=O)[C@@H](NC(=O)[C@H](CCCN=C(N)N)NC(=O)[C@@H](N)CC(=O)O)C(C)C)C(=O)N[C@@H](Cc1cnc[nH]1)C(=O)N1CCC[C@H]1C(=O)N[C@@H](Cc1ccccc1)C(=O)O	-9%	35%	6
C/C(CCC(=O)OC[C@@H]1O[C@H](C#Cc2ccccc2)C=C[C@@H]1Oc1ccc(C)cc1)=N/O[C@@H](C)c1cn([C@H](CO)Cc2ccccc2)nn1	-3%&-2%[10 µM]	-5%&-12%[10 µM]	3&1
COc1ccc(O[C@H]2C=C[C@@H](c3ccccc3)O[C@H]2COC(=O)CC/C(C)=N\O[C@@H](C)CN2CCCCc3nc(C)c(C)cc32)cc1	0%[10 µM]	-14%[10 µM]	3
CC(C)NC(=O)N1CCCC2(CCN(C(=O)c3cc(C(F)(F)F)cc(C(F)(F)F)c3)CC2)C1	-5%	8%	3
CC1(C)CCC[C@@](C)([C@H]2CC[C@]3(C)[C@@H]2[C@H](O)C[C@@H]2[C@@]4(C)CC[C@H](O)C(C)(C)[C@@H]4[C@@H](O)C[C@]23C)O1	-11%	?	3
CNc1ncnc2ccc(-c3ccccc3C#N)cc12	6%	-1%	-19
O=C(c1cnccn1)N1CCC2(CCCN(c3ccccc3)C2)CC1	10%	-7%	2
C[C@@]12CCC(O)C[C@H]1CCc1ccccc12 (some centres undefined)	0%	17%	-13
CCOC(=O)OCC1OC(C#Cc2ccc(Br)cc2)C=CC1OC(=O)OCC (centres undefined)	3%[10 µM]	33%[10 µM]	1

Complete entries, looked up by structure. Values in the order: VP16 counter | RORgamma inh | Coupling enz
CNc1ncnc2ccc(-c3ccccc3C#N)cc12 is listed as 6% | -1% | -19
CC1(C)CCC[C@@](C)([C@H]2CC[C@]3(C)[C@@H]2[C@H](O)C[C@@H]2[C@@]4(C)CC[C@H](O)C(C)(C)[C@@H]4[C@@H](O)C[C@]23C)O1 is listed as -11% | ? | 3
CCOC(=O)OCC1OC(C#Cc2ccc(Br)cc2)C=CC1OC(=O)OCC (centres undefined) is listed as 3%[10 µM] | 33%[10 µM] | 1
CC[C@H](C)[C@H](NC(=O)[C@@H](N)CCC(=O)O)C(=O)N[C@@H](CC(C)C)C(=O)N[C@@H](CC(=O)O)C(=O)N[C@H](C(=O)N1CCC[C@H]1C(=O)N[C@@H](CO)C(=O)N[C@H](C(=O)O)[C@@H](C)O)C(C)C is listed as 1% | 11% | 0

Following part
SMILES	VP16 counter	RORgamma inh	Coupling enz
COc1cccc(Cn2c(=O)cnc3cnc(N(C)C)nc32)c1	-13%	-18%	0
COc1ccccc1-c1ccc2ncnc(NCCNC(C)=O)c2c1	-4%	14%	-2
COc1ccccc1CNc1ccnc(-c2ccc3c(c2)OCO3)n1	-25%	?	-3
O=C(c1cccc(F)c1)N1CCC2(CC1)CCN(c1ccccn1)CC2	2%	-21%	-2
CC(=O)N1[C@H](Cc2ccccc2)C=C[C@]1(C)C(=O)O	-8%	-14%	0
C=C1CC/C=C(\C)CC[C@@H]2[C@@H]1CC2(C)C	-1%	14%	4
